Source: PubChem (National Center for Advancing Translational Sciences (NCATS))
GRP78 ERSR act: induces the endoplasmic reticulum stress response in human glioma cells. U87-MG GRP78 promoter luciferase reporter, 16 h. Potency, µM, inactives show at the top dose activation, usual class: activators. hit rate 0.02% among 420,000; note: potency is the fitted concentration of half-maximal effect; series mostly up to about 76 µM; % of control where 0% means no effect; nearly all actives have a fitted effect of over 35% in size
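Stably transfected U87-MG glioma cells carrying a GRP78-based luciferase sensor; 16 h compound incubation. Luminescence end-point read 10 min after Bright-Glo addition at room temperature.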
D2 ag: agonists of human D2 dopamine receptor; AID 485358; HEK293 T-REx D2 cells, calcium flux agonist mode; hit rate 0.53% among 340,000; P14416; activation, % at 2 µM;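 active = activation over 3 SD above normal in the single-dose calcium agonist read, cut at about 30% in these data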; note: 0% is about no effect
Target sequence (P14416 whole entry, looked up): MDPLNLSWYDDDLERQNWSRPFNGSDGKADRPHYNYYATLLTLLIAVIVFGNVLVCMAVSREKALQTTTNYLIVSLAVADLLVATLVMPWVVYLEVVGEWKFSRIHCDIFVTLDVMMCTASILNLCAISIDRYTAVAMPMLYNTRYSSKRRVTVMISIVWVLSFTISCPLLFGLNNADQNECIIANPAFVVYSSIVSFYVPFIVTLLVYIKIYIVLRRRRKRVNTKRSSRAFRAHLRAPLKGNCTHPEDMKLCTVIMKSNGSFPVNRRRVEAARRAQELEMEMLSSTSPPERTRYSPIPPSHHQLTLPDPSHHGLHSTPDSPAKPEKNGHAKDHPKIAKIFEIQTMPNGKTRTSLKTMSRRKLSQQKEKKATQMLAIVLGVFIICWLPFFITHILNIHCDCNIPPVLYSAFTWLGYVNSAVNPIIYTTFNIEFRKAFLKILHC
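Agonism scored from kinetic calcium signal (1 read/sec, 180 s) following compound pin transfer, after a 10 s baseline. Cells: HEK293 Trex line expressing inducible D2 receptor coupled to calcium, dye-loaded after overnight culture at 30 C.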
Vif-A3G inh: Vif-A3G binding inhibition | HeLa A3G-eYFP + Vif (tagged APOBEC3G with the HIV-1 protein that degrades it), YFP fluorescence, overnight | Q9HC16 | Potency, µM (series often up to 46.1 µM), for inactives: at the highest dose activity, negative = active, actives largely listed as inhibitors | AID 602310 | hit rate 0.076% among 410,000;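 note: potency is the fitted concentration of half-maximal effect; % is set by controls: 0 for no effect and ±100 for the full control effect; nearly all actives have a fitted effect of over 60% in size; hits raise eYFP signal because A3G escapes Vif-driven loss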
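Read-out is eYFP fluorescence (Ex 488/Em 500-530) from Vif-expressing HeLa A3G-eYFP cells; more signal means A3G escaped Vif-mediated degradation. Cells plated overnight, compound pinned in, incubated overnight at 37 deg C.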
LDHA block: blocks human lactate dehydrogenase A | hit rate 0.15% among 480,000 | P00338 | activity change, % (values are at about 110 or 230 µM) | purified LDHA, NADH/diaphorase-resazurin fluorescence; hits give low values; in the data active = activity change below about -30%; inconclusive = mostly about -25% to -30%;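 note: plate controls were DMSO wells for no effect and wells without enzyme for full effect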
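Remaining NADH was detected by diaphorase (0.133 mg/mL) converting 37 µM resazurin to fluorescent resorufin, read at 0 and 20 minutes. The preceding 5-minute room-temperature reaction used 2 nM LDHA, 0.2 mM sodium pyruvate and 0.06 mM NADH at pH 7.4.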
ERG Ets-DNA blk: ERG Ets/DNA interaction inhibition; fluorescence polarization, His-ERG Ets domain / labelled DNA; AID 624246; hit rate 0.028% among 370,000; P11308; Potency, µM (top dose mostly 76.9 µM), for the others: top-dose FP activity, negative = inhibition, hits mostly inhibitors; active = well fitted inhibition curve with a large enough effect in the polarisation, with a control signal flat; inconclusive = small, poorly fitted or top-dose-only effect, or effect the other way, or a change in a side signal; inactive = no such curve, though single readings can be large or run the other way; the % refers to the polarisation;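 note: polarization taken with two DNA probes labelled with fluorescein and Texas red; potency is the fitted concentration of half-maximal effect; % of control where 0% means no effect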
Target sequence (P11308 whole entry, looked up, the tested form may be a part): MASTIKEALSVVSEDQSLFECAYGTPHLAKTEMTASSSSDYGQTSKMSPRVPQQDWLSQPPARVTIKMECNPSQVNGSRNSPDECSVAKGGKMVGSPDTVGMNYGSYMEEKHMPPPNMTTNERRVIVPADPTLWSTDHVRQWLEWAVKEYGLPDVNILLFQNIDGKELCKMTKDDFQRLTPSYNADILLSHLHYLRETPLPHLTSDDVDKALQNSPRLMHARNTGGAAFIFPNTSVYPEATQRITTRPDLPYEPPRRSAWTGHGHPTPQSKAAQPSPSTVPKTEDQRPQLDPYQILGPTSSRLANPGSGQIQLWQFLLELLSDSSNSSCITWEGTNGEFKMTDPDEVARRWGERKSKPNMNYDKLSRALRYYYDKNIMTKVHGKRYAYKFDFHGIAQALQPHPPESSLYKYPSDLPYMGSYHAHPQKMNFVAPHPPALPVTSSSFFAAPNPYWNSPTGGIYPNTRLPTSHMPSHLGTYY
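His-tagged ERG Ets domain (1 uM in the protein solution; 300mM KCl, 50mM Tris-HCl, 1mM EDTA, 1mM DTT, pH 7.5) received compound, then a probe mix of 5 nM fluorescein-DNA and 100nM Texas-615-DNA. Fluorescence polarization was read for both dyes.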
RGS4 inhibitor: inhibitors of human regulator of G protein signaling 4; P49798; Transcreener GDP fluorescence polarization, RGS4-accelerated GTP hydrolysis; Potency, µM (doses to about 114 µM), inactives show top-dose activity change, negative = inhibition, most hits filed as inhibitors; hit rate 0.039% among 390,000; note: potency is the fitted concentration of half-maximal effect; % is set by controls: 0 for no effect and ±100 for the full control effect; nearly all actives have a fitted effect of over 75% in size; some results filed as inactive show a strong effect at the top dose
Target sequence (P49798 whole entry, looked up): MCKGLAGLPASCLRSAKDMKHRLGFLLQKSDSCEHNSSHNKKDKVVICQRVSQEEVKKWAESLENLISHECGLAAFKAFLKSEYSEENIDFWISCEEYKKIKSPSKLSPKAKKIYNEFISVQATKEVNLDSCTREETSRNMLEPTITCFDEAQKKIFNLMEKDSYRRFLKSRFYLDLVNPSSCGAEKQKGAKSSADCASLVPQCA
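MLSMR compounds (23 nl, pin-transferred) preincubated 10 min at room temperature with a 500nM (2x) first reagent, then RGS4 at 900nM (2x) plus Transcreener GDP mix added; fluorescence polarization (620/688 nm) read before and after 90 min at 30 °C.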
D2 antag: D2 dopamine receptor (human) antagonism; hit rate 2% among 340,000; inhibition, % at 10 µM; AID 485344; HEK293 TREx D2 cells, calcium flux, dopamine EC80; P14416; in the data active = inhibition above about 30%; note: 0% is about no effect
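Calcium flux kinetic readout in an inducible HEK293 TREx D2 line plated overnight at 30 C. After 180 s compound exposure, an EC80 dopamine challenge follows with another 180 s kinetic read to detect antagonism.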
12-LOX inh: ALOX12 (human) lipoxygenase inhibition; hit rate 1.1% among 580,000; purified 12hLO, xylenol orange hydroperoxide absorbance; AID 1671190; Potency, µM (doses to about 108 µM), inactives show top-dose activity change, negative = inhibition, usual class: inhibitors; note: potency is the fitted concentration of half-maximal effect; % is set by controls: 0 for no effect and ±100 for the full control effect
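Purified human 12hLO (150 nM final) in 25 mM Hepes, 0.01% Triton X-100, pH 7.0 was preincubated 15 min at room temperature with compound. Then 40 uM arachidonic acid was added, 30 min. Hydroperoxide was read by Fe-XO absorbance ratio 573/405 nm.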
Vif-A3F inh: blocks the Vif interaction with APOBEC3F; Potency, µM (top dose mostly 46.1 µM), for the others: at the top dose activity, negative = active; hit rate 0.2% among 390,000; HeLa A3F-eYFP + Vif (tagged APOBEC3F with the HIV-1 protein that degrades it), YFP fluorescence increase; AID 602313; note: potency is the fitted concentration of half-maximal effect; % of control where 0% means no effect; nearly all actives have a fitted effect of over 65% in size
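HeLa cells stably expressing A3F-eYFP plus Vif, plated and incubated overnight at 37 deg C, then exposed to compounds overnight at 37 deg C. Blocked degradation read as raised yellow fluorescence (Ex 488/Em 500-530).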
Active calls of the source: *; ? = inconclusive; / = not tested or not shown; [ ] = remark or other dose. Unless noted, calls come from the whole dose curve; as a rule, active = well fitted curve in the direction sought with a large enough effect; inconclusive = small, poorly fitted or top-dose-only effect, or another doubt; inactive = no such curve, though single readings can be large; an effect the other way counts as inactive or inconclusive. Only part of the results is shown; rates above refer to the full screens.

cpd	structure	GRP78 ERSR act	D2 ag	Vif-A3G inh	LDHA block	ERG Ets-DNA blk
1	CC(=O)c1c(C)n(-c2ccccc2)c2ccc(OCC(O)CN3CCOCC3)cc12 (stereo not drawn)	-3%	0.0	0%	-13	/
2	CCCN(CC1CC1)C(=O)COC(=O)c1oc2c(F)cccc2c1C	-3%	43*	1%	-7	-5%
3	CN(C)c1ccc(C=NNC(=S)Nc2ccc(F)cc2)cc1	2%	/	0%	-9	-4%
4	[2H]C(CCOS(N)(=O)=O)c1ccccc1 (stereo not drawn)	-10%	0.5	-1%	-3	16%
5	CCCC(c1nnnn1Cc1ccc(OC)cc1)N1CCC(C(N)=O)CC1 (stereo not drawn)	-5%	-0.1	0%	-3	-7%
6	Cc1c(Cl)cccc1NC(=O)CNC(=O)CCCc1nc2ccccc2c(=O)[nH]1	-4%	-1.4	0%	-1	8%
7	COc1ccc(N2C(=O)CSC2c2ccccc2[N+](=O)[O-])cc1 (stereo not drawn)	4%	-0.3	0%	-1	-5%
8	CCNc1nc(N2CCCC2)nc(N2CCCC2)n1	-4%	-2.0	-1%	-6	-18%

cpd	RGS4 inhibitor	D2 antag	12-LOX inh	Vif-A3F inh
1	21%	7	6%[57.4 µM]	-3%
2	-14%	41*	-6%	2%
3	-17%	/	?	3%
4	2%	-3	-5%	5%
5	-49%	-14	?	-9%
6	-11%	22	?	-11%
7	8%	-11	10%	4%
8	10%	2	-1%	-5%

Later entries.
cpd	structure	GRP78 ERSR act	D2 ag	Vif-A3G inh	LDHA block	ERG Ets-DNA blk
9	Cc1ccc(NC(=O)C(C)Oc2ccccc2)cc1S(=O)(=O)N1CCCCCC1 (stereo not drawn)	-2%	-0.4	1%	-1	20%
10	O=C(CCN1C(=O)C2C3C=CC(C3)C2C1=O)NCC1CCCO1 (stereo not drawn)	-5%	8.7	-1%	-5	4%
11	CCOc1ccc(Br)cc1CNc1ccc2c(c1)OCCO2	-2%	0.0	1%	3	-2%
12	CCCOc1c(Cl)cc(C(=O)N(Cc2cccc(OC)c2)C2CCS(=O)(=O)C2)cc1Cl (stereo not drawn)	-3%	-0.1	-4%	4	-1%
13	CCC(=O)N(C)C[C@@H]1Oc2ncc(Br)cc2C(=O)N([C@@H](C)CO)C[C@H]1C	-4%	/	4%	-4	/
14	Oc1ccccc1/C=N/NC(=S)NC1CC2CCC1C2 (stereo not drawn)	-1%	10	-9%	0	-1%
15	CC(=O)Nc1ccc([N+](=O)[O-])cn1	-1%	-0.6	-2%	1	-1%
16	Nc1ccc(S(=O)(=O)Nc2nc3ccccc3o2)cc1	-2%	-0.1	-1%	3	0%

cpd	RGS4 inhibitor	D2 antag	12-LOX inh	Vif-A3F inh
9	1%	-50	435%[activator]	2%
10	23%	-1	?	0%
11	-14%	-19	-1%	-5%
12	-14%	/	-17%	1%
13	/	/	0%	-1%
14	-6%	-3	?	?
15	4%	-10	-21%	-4%
16	-22%	0	?	6%

Next part
cpd	structure	GRP78 ERSR act	D2 ag	Vif-A3G inh	LDHA block	ERG Ets-DNA blk
17	c1coc(-c2nc3ccccc3nc2-c2ccco2)c1	-1%	0.5	-2%	18	/
18	O=C(NCCNC(=O)Nc1ccc(Cl)cc1)Nc1ccc(Cl)cc1	-4%	/	0%	-2	4%
19	CC(C)C(=O)NC(NC(=S)Nc1ccc(S(N)(=O)=O)cc1)C(Cl)(Cl)Cl (stereo not drawn)	-1%	1.3	-9%	-6	/
20	O=C(Nn1cnnc1)c1cc2c(s1)CCCCC2	3%	0.5	3%	-2	-1%
21	CCOC(=O)N1CCC(=NNc2nc3ccccc3s2)CC1	12%	0.6	0%	-4	4%
22	COc1ccccc1NS(=O)(=O)c1ccc(NC(=O)N2CCCCC2)cc1	-7%	1.6	-1%	-9	-1%
23	COc1cc(NC(=O)Cc2ccccc2)ccc1NC(=O)c1ccccc1	-6%	0.2	-5%	-4	10%
24	CN(CC(=O)OCC(=O)NCC(F)(F)F)S(=O)(=O)c1ccc(Cl)cc1	-3%	-0.2	0%	-1	?

cpd	RGS4 inhibitor	D2 antag	12-LOX inh	Vif-A3F inh
17	?	-2	50µM*	0%
18	15%	/	13µM*	15%
19	-23%	-5	-29%	10%
20	-16%	-11	-18%	-4%
21	-4%[56.9 µM]	1	-23%	-4%
22	50%	-3	0%	-22%
23	-10%	-2	94%[activator]	2%
24	-30%	-3	-1%	2%

Other compounds:
cpd	structure	GRP78 ERSR act	D2 ag	Vif-A3G inh	LDHA block	ERG Ets-DNA blk
25	CC(=O)c1ccc(OCc2cc(C(=O)NCC3CCCCO3)no2)cc1 (stereo not drawn)	3%	-0.7	1%	-3	-6%
26	Cc1cccc(Cn2c(=O)n(-c3cc(C)cc(C)c3)c(=O)c3oc4ccccc4c32)c1	-3%	-1.6	4%	0	1%
27	CCNC(=O)C1(C)CCN(Cc2noc(-c3c(C)noc3C)n2)C1 (stereo not drawn)	0%	/	0%	-1	/
28	COc1ccccc1NC(=O)CSc1nnc(NC(=O)Nc2ccc(C)cc2)s1	7%	1.5	4%	-15	9%
29	COc1ccc(S(=O)(=O)CCc2nnc(NC(=O)c3ccc(F)cc3)s2)cc1	-7%	0.2	8%	-9	3%
30	COc1cc(C(=O)O)cc(Br)c1OC1CCCC1	-2%	0.4	1%	-7	/
31	Cc1cccc(C)c1NC(=O)c1cc(S(=O)(=O)N2CCc3ccccc32)cn1C	0%	-0.6	0%	-12	-15%
32	Cc1ccc(NC(=O)CSC2=NN3CCCC(=O)N=C3S2)cc1Cl	-2%	1.0	-1%	-7	-1%

cpd	RGS4 inhibitor	D2 antag	12-LOX inh	Vif-A3F inh
25	23%	-3	-3%	1%
26	-6%	/	0%	4%
27	/	/	-13%	/
28	-9%	/	?	-15%
29	9%	-2	0%	-20%
30	-3%	7	12%	-6%
31	8%	17	39%[activator]	-16%
32	-1%	14	9%	4%

2 neighbouring compounds from above:
cpd	structure	GRP78 ERSR act	D2 ag	Vif-A3G inh	LDHA block	ERG Ets-DNA blk
31	Cc1cccc(C)c1NC(=O)c1cc(S(=O)(=O)N2CCc3ccccc32)cn1C	0%	-0.6	0%	-12	-15%
32	Cc1ccc(NC(=O)CSC2=NN3CCCC(=O)N=C3S2)cc1Cl	-2%	1.0	-1%	-7	-1%

cpd	RGS4 inhibitor	D2 antag	12-LOX inh	Vif-A3F inh
31	8%	17	39%[activator]	-16%
32	-1%	14	9%	4%

Other results follow.
cpd	structure	GRP78 ERSR act	D2 ag	Vif-A3G inh	LDHA block	ERG Ets-DNA blk
33	COc1cc(NS(=O)(=O)c2ccc(NC(=O)COc3ccccc3Cl)cc2)nc(OC)n1	0%	-0.4	-7%	5	1%
34	Cc1nc2ccccc2nc1N/N=C/c1ccc(O)cc1O	-5%	-0.5	-29%	2	7%
35	CC(=O)N1CCCc2cc(S(=O)(=O)N3CCC(C(=O)Nc4cccc(Cl)c4C)CC3)ccc21	-3%	-0.3	0%	-3	0%
36	COCCN1C=C(C(=O)OC)C(c2ccccc2C(F)(F)F)C(C(=O)OC)=C1	-1%	-0.7	-2%	-3	-4%
37	O=C(Nc1ccccc1C(=O)N1CCN(c2cccc(Cl)c2)CC1)C1=CSCCO1	-3%	1.0	5%	-9	-5%
38	O=C(C[C@@H]1C/C=C\CCC(=O)OC[C@@H]2CCCN2C1=O)NCCO	4%	/	5%	-5	9%
39	Clc1ccc(-c2nc(-c3cc4cc(Cl)ccc4o3)cs2)cc1	-1%	1.7	0%	-5	4%
40	Cc1cc(=O)n(CC(=O)Nc2cc(Cl)ccc2C)c(C(C)C)n1	-4%	1.3	4%	1	10%

cpd	RGS4 inhibitor	D2 antag	12-LOX inh	Vif-A3F inh
33	-33%	-7	-10%	-7%
34	10%	-3	?	2%
35	8%	/	3%	2%
36	-3%	-20	12%	-11%
37	64%[activator]	-15	13%	6%
38	15%	/	8%	-6%
39	-12%	-11	12%	7%
40	1%	3	4%	-12%

New compounds follow:
cpd	structure	GRP78 ERSR act	D2 ag	Vif-A3G inh	LDHA block	ERG Ets-DNA blk
41	O=C1Cc2ccccc2N1c1ccccc1	-5%	-1.0	1%	6	-5%
42	O/C(=C\c1nc2ccccc2[nH]1)c1cccs1	6%	0.5	-4%	3	11%
43	Cc1ccc(S(=O)(=O)NCCn2cnc([N+](=O)[O-])n2)cc1	0%	-2.0	-2%	-5	0%
44	COc1cc(C)ccc1Oc1nc(-c2ccccc2O)nc2ccccc12	-4%	1.0	2%	-4	10%
45	CC(=O)Nc1ccc(C(=O)CN2C(=O)CSC2=O)cc1	-3%	-1.2	-2%	-2	11%
46	CC(C)(C)NC(=O)NC(=O)COC(=O)Cc1ccc(Cl)cc1Cl	0%	-0.2	-5%	-6	6%
47	CCC/C=C/c1ccc(CN2C(CC(C)C)C(=O)N(Cc3cn(CCOCOC)nn3)CCS2(=O)=O)cc1 (stereo not drawn)	0%	/	0%	2	/
48	CC1CCc2nn(CC(=O)Nc3c(F)cc(F)cc3Br)cc2C1 (stereo not drawn)	3%	-0.6	-5%	-1	6%
49	COc1cc(CNn2nnnc2N)cc(Br)c1OCC(=O)NC(C)(C)C	-2%	-0.3	0%	-12	-1%

cpd	RGS4 inhibitor	D2 antag	12-LOX inh	Vif-A3F inh
41	-26%	-10	-1%	2%
42	?	10	?	-3%
43	7%	-1	1%	5%
44	6%	-2	-2%	-24%
45	32%	-10	1%	-6%
46	-12%	-7	-12%	-17%
47	/	/	-16%	1%
48	-4%	-6	448%[activator]	2%
49	20%	-5	17%	6%
